M. tuberculosis HTS: M. tuberculosis growth inhibition, HTS (AID 449762); M. tuberculosis H37Rv growth inhibition, 7H9 media; higher % means a stronger effect; inhibition, % at 25 µM; hits with a dose series show IC50 in µM; hit rate 0.59% among 330,000; in the data active = a potency from the dose series; inconclusive = inhibition above about 70% without an active follow-up result;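 also: bacterial growth assessed after seven days of incubation; strong numbers were not always called active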
PhoP GFP inhibition: Inhibition of PhoP regulon, Salmonella typhi GFP reporter cells, confirmation, 4 h (AID 1850). Salmonella Typhi PhoP-promoter GFP reporter, fluorescence, 4 h; higher % means a stronger effect. one-dose inhibition, % at 50 µM; IC50 in µM for titrated hits. hit rate 0.33% among 310,000; in the data active = a potency from the dose series; inconclusive = inhibition mostly from about 25% at the one dose, without a potency; inactive = the rest, 99 in 100 with inhibition below about 19%;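 also: 0% = induced wells with vehicle and 100% = uninduced wells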
inhibitors of VEEV: inhibitors of VEEV TC-83 cytopathic effect, confirmation, Vero cells (AID 588727); hit rate 0.13% among 350,000; inhibition, % at 20 µM; hits with a dose series show IC50 in µM; Vero cells, VEEV TC-83 cytopathic effect inhibition; higher % means a stronger effect; in the data active = a potency from the dose series; inconclusive = inhibition mostly from about 14% at the one dose, without a potency; inactive = the rest, 99 in 100 with inhibition below about 12%; also: strong numbers were not always called active
H1N1 NS1A inhibition: NS1A inhibition, H1N1 influenza, cell based functional assay (AID 504329); hit rate 0.3% among 340,000; inhibition, % at 12.5 µM, or IC50 in µM where a hit was titrated; NS1A functional cell-based assay, percent inhibition; higher % means a stronger effect; in the data active = a potency from the dose series; inconclusive = inhibition above about 27% without an active follow-up result; also: strong numbers were not always called active
M. tuberculosis: growth inhibition of non-replicating M. tuberculosis (AID 488890) | Mycobacterium tuberculosis non-replicating, growth inhibition; higher % means a stronger effect | one-dose inhibition, % at 25 µM; IC50 in µM for titrated hits | hit rate 0.39% among 320,000; in the data active = a potency from the dose series; inconclusive = inhibition mostly from about 82% at the one dose, without a potency; inactive = the rest, 99 in 100 with inhibition below about 76%;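 also: plate controls were DMSO cells for no effect and high antibiotic wells for full effect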
inhibitors of VEEV 10K pilot screen: second read-out of inhibitors of VEEV, no call of its own (marks repeat the call); inhibition, %; measured here: 10K pilot screen inhibition
The depositor's hits bear a star; i = inactive; ? = inconclusive; · = not tested or not shown; & = joins results of further samples.

SMILES	M. tuberculosis HTS	PhoP GFP inhibition	inhibitors of VEEV	H1N1 NS1A inhibition	M. tuberculosis	others
CCn1ncc(/C=N/NC(=O)c2ccc3c(c2)OCO3)c1C	-7%	12%	1.5%	3%	62%
CCCCCCN(C(=O)CCCN1C(=O)NC(c2ccc([N+](=O)[O-])cc2)C(C(=O)OCc2ccccc2)=C1C)C(C)C(=O)NCCCC (stereo unspecified)	·	·	3.0%	-10%	·
Cc1ccc(S(=O)(=O)Nc2ccc(O)c3cccnc23)cc1	5%	-6%	9.0%	-4%	-11%
CCCn1c(N)cc(=O)n(C)c1=O	-10%	4%	0.7%	1%	-17%
Nc1nc(SCc2ccccc2Cl)n[nH]1	-3%	-2%	3.7%	9%	-6%
COc1cc(OC)cc(C(=O)N[C@H](C(=O)OCC(=O)Nc2sccc2C#N)C(C)C)c1	-6%	-8%	0.5%	-11%	-13%
CCN1C[C@@H]2[C@@H]3C(=O)N(C)C(=O)[C@@H]3[C@](Cc3ccccc3)(C1=O)N2C(=O)c1ccc(Cl)c(Cl)c1	·	·	3.0%	-10%	·
COc1cscc1C(=O)O	3%	12%	0.2%	1%	-11%
Cn1c(CNc2ccc(O)cc2)nc2ccccc21	0%	-6%	1.6%	3%	73%
CCn1c(SCC(=O)NCCc2ccccc2)nnc1C(C)C	-12%	3%	0.2%	0%	-12%
O=C(c1ccc(Cl)cc1)N1C2C=CC(C2)C1(C(F)(F)F)C(F)(F)F (stereo unspecified)	-1%	-8%	4.0%	-10%	-2%
CCOC(=O)C1CCCN(C(=O)c2ccc3c(c2)NC(=O)C(N2CCOCC2)S3)C1 (stereo unspecified)	5%	3%	i	-4%	14%
COc1ccc(C(C)=O)cc1COC(=O)c1cccnc1SC	8%	-8%	2.6%	5%	-12%
CCCCCCOC(=O)CCc1c(C)nc(N)[nH]c1=O	0%	-19%	1.2%	-5%	8%
CCOc1ccc(C(=O)NCC(=O)NCCCn2nc(C)cc2C)cc1OCC	-9%	-8%	0.7%	-8%	-7%
CC(C)(C)C(=O)Nc1ncccc1C(O)c1cccc(C(F)(F)F)c1 (stereo unspecified)	-10%	-1%	i	9%	-13%
C=CCNC(=O)c1c(CSc2ccccc2)noc1C(=O)NCc1ccccc1	1%	7%	i	-6%	-8%
Cc1cc(NC(=O)C2CC2)ncc1NC(=O)C12CC3CC(CC(C3)C1)C2	-9%	-3%	0.4%	0%	5%
CCCCN(Cc1cc2ccccc2[nH]c1=O)S(C)(=O)=O	-8%	-7%	1.6%	-2%	-6%
Cc1ccc(S(=O)(=O)N2CCC3(CC2)OCCN3S(=O)(=O)c2c(C)cc(C)cc2C)cc1	-4%	4%	1.5%	-2%	-9%
CN(C)c1ccc(CN(C(=O)c2ccccc2Br)C2CCS(=O)(=O)C2)cc1 (stereo unspecified)	5%	-3%	1.1%	3%	8%
CC(C)CC1Nc2ncnc(N3CCN(c4ccccn4)CC3)c2N(Cc2ccc(Br)cc2)C1=O (stereo unspecified)	?	-15%	i	0%	48%
OCCNCCOc1ccccc1F	-1%	3%	1.2%	-2%	3%
CC(=O)NS(=O)(=O)c1ccc(NC(=O)CC(C)c2ccccc2)cc1 (stereo unspecified)	-9%	3%	4.8%	-6%	3%
COc1ccc(NC(=O)CCc2ccccc2)cc1S(=O)(=O)N1CCOCC1	-7%	·	1.8%	-14%	-17%
N#Cc1ccsc1NC(=O)CN1CCN(c2ccccc2O)CC1	-1%	1%	4.4%	-8%	3%
Cc1cc2c(cc1S(=O)(=O)N(C)Cc1ccccc1)n(C)c(=O)c(=O)n2C	-8%	-5%	1.8%	0%	18%
Cc1ccc(NC(=O)CNC(=O)c2ccccc2F)cc1Cl	3%	5%	0.8%	5%	5%
CC1(C)Cc2cccc(OCC(=O)OCC(=O)c3ccccc3)c2O1	-1%	·	i	6%	9%
C[C@H](NC(=O)c1nc[nH]c1C(=O)NC1CCN(C(=O)OC(C)(C)C)CC1)C(=O)OCc1ccccc1	-4%	2%	1.1%	-5%	68%	inhibitors of VEEV 10K pilot screen=0.6
COc1ccc(S(=O)(=O)N(Cc2cccnc2)Cc2cc3ccccc3[nH]c2=O)cc1	1%	6%	12%	10%	12%
O=c1n(Cc2ccccc2Cl)nc2n1-c1ccccc1SC2	3%	10%	1.6%	0%	19%
CC1CCN(c2nc(Cl)nc(Nc3ccc([N+](=O)[O-])cc3)n2)CC1	80µM*	-7%	4.3%	-14%	10%
COc1ccc(OC)c(S(=O)(=O)NCCCN2CCOCC2)c1	-7%	·	i	2%	-11%
O=C(COc1ccc([N+](=O)[O-])cc1)Nn1cnnc1	-4%	-1%	1.5%	·	-16%
COc1ccc(C)cc1N(CC(=O)NCCN1CCOCC1)S(=O)(=O)c1ccccc1	-7%	2%	i	-2%	-13%
O=C(Nc1ccc2nsnc2c1)NC1CCCCC1	26µM*	-13%	6.8%	-22%	27%
CC(C)(C)n1ncc2c(=O)n(CC(=O)N3CCCc4ccccc43)cnc21	3%	9%	9.6%	3%	1%
O=C(c1ccc2c(c1)OCO2)C1CCCN(Cc2cn[nH]c2-c2cccc(F)c2)C1 (stereo unspecified)	9%	8%	3.9%	1%	-5%
Cc1cccc(N(C(=O)CNC(=O)c2ccco2)C(C(=O)NC2CCCC2)c2cccnc2)c1 (stereo unspecified)	-1%	15%	1.5%	2%	-6%
CCN(CC)C(=O)c1ccc(-c2cccs2)s1	2%	-30%	i	1%	16%
CCOC(=O)c1cc(C#N)c(Oc2ccccc2OC)nc1-c1ccccc1	3%	4%	1.8%	-3%	5%
CCc1ccc2[nH]c(=O)c(CN(Cc3ccco3)S(=O)(=O)c3ccc4c(c3)OCCO4)cc2c1	-12%	-5%&3%	0.7%	1%	11%	inhibitors of VEEV 10K pilot screen=0.2
Cc1cccc(N(CC(=O)NCc2ccc3c(c2)OCO3)C(=O)CCC(=O)Nc2ccccn2)c1C	·	·	7.1%	-6%	·
Cc1ccc(C(=O)NC(=S)NNC(=O)c2ccccc2)cc1	?	19%	1.0%	-4%	?
O=C(NCCCCCNC(=O)c1ccco1)c1ccco1	-8%	-5%	0.9%	10%	-4%
Cc1ccc(S(=O)(=O)N(C)C)cc1NC(=O)COC(=O)Cc1ccc(Br)cc1	-2%	8%	1.1%	5%	11%
CCOc1ccc(C(=O)NCC(=O)OCc2cc([N+](=O)[O-])cc3c2OCOC3)cc1OCC	3%	-3%	i	3%	-9%
Cc1nn(-c2ccccc2)c(N2CCCC2)c1/C=N/O	-5%	-4%	i	6%	0%
CC(Sc1ccc(S(=O)(=O)N2CCN(C)CC2)cn1)C(=O)Nc1cccc(Cl)c1Cl (stereo unspecified)	·	·	2.8%	4%	·
More entries:
SMILES	M. tuberculosis HTS	PhoP GFP inhibition	inhibitors of VEEV	H1N1 NS1A inhibition	M. tuberculosis	others
COc1cc(NC2c3ccccc3C(=O)N2Cc2ccc3c(c2)OCO3)cc(OC)c1 (stereo unspecified)	12%	-20%	5.9%	-2%	9%
CCOC(=O)c1cnc(SCC(=O)c2ccc(Cl)cc2)nc1N	60%	1%	6.5%	-5%	?
Cc1ccc(C(=O)N2CCN(c3ccc(NC(=O)c4cccs4)cc3)CC2)cc1	-9%	-1%	8.1%	11%	17%
Cc1ccc(NS(=O)(=O)c2cc(OCC(N)=O)c(C)cc2Cl)cc1	-3%	1%	2.0%	5%	-18%
CCOC(=O)c1nc(C)sc1-c1ccnn1S(=O)(=O)c1ccc(C)cc1	-7%	10%	0.1%	-1%	17%
CC[N+]1(C)[C@@H]2CC[C@H]1CC(OC(=O)[C@H]1CCC(C(=O)OC3C[C@H]4CC[C@@H](C3)[N+]4(C)CC)(c3ccccc3)c3ccccc31)C2 (stereo partly specified)	0%	-7%	i	-7%	29%
CSc1nsc(SCC(=O)Nc2ccccc2C(N)=O)n1	2%	8%	i	7%	72%
CCOc1ccccc1Nc1nc2ccccc2n1C(C)C	3%	-2%	1.1%	4%	6%	inhibitors of VEEV 10K pilot screen=0.2
COc1cccc(C(=O)Nc2nnc(S(=O)(=O)N(C)c3ccccc3)s2)c1	11%	6%	4.1%	-2%	38%
Cc1cc(Br)ccc1NC(=O)CNC(=O)Cn1ncc(Cl)c(Cl)c1=O	-2%	2%	13%	-3%	0%
CC(C)CNC(=O)COC(=O)c1cc(Cl)cc(Cl)c1N	11%	-5%	2.1%	0%	-10%
COc1ccc(N2CCN(C(=O)c3ccccc3N(C)S(=O)(=O)c3ccc(C)cc3)CC2)cc1	-10%	-6%	5.8%	-2%	15%
O=C(O)CCCNC(=O)CC1S/C(=N/N=C/c2ccccc2O)NC1=O (stereo unspecified)	5%	-3%	0.1%	-6%	-11%	inhibitors of VEEV 10K pilot screen=1.4
O=C(CSc1ccc(Cl)cc1)N1CCN(c2ncc(C(F)(F)F)cc2Cl)CC1	?	3%	i	1%	51%
Cc1ccc(C(C(=O)NC2CCCC2)N(Cc2cccnc2)C(=O)c2snc(C(N)=O)c2N)o1 (stereo unspecified)	1%	-4%	4.9%	-3%	21%
Cc1cc(N2CCN(S(=O)(=O)c3ccc(C)c(C)c3)CC2)c2ccccc2n1	1%	-13%	i	6%	42%
COC(=O)CSc1nnc(-c2ccc(S(=O)(=O)N3CCC(C)CC3)cc2)o1	?	-9%	2.8%	-9%	?
COc1ccc(CC(=O)NNC(=O)c2ccncc2)cc1	50%	23%	0.2%	7%	25%
CC(C)C[C@@H](C(=O)N[C@@H](C(=O)O)c1ccccc1)N1C(=O)N2CCc3c([nH]c4ccccc34)[C@@]2(C)C1=O	2%	-5%	0.2%	-6%	-1%
Cn1c(-c2ccc(Cl)cc2)ccc(C#N)c1=O	-10%	20%	i	13%	-9%
COC(=O)[C@@]1(C)[C@H]2C(=O)N(C)C(=O)[C@H]2[C@H]2CN(C)C(=NC3CCCCC3)N21	·	·	i	-12%	·
COc1cccc(N2CCN(C(=O)c3c(C)nn(-c4ccccc4)c3C)CC2)c1	1%	-16%	7.3%	6%	4%
CCc1ccc2c(c1)c(N=NC1=NC(=O)CS1)c(O)n2CC	?	-17%	2.2%	-4%	?
Cc1ccc(Sc2ccc(S(=O)(=O)Nc3ccc(C(=O)O)cc3)cc2)cc1C	0%	·	0.6%	-6%	22%
CCCOc1ccc(C2C(C(=O)c3ccco3)=C(O)C(=O)N2CCN2CCOCC2)cc1OC (stereo unspecified)	4%	2%	·	·	19%
Cc1ccc2oc(C(=O)N3CCN(CC(=O)NC(C)C)CC3)c(C)c2c1	4%	3%	i	4%	1%
CCC(=O)Nc1nnc(S(=O)(=O)N(CC)c2cc(C)cc(C)c2)s1	-2%	5%	i	17%	1%
O=C1CCN(Cc2cccnc2)CCN1[C@H](CO)c1ccccc1	-5%	15%	0.5%	-8%	0%
O=C(c1cc(-c2cccc3ccccc23)nc2ccccc12)N1CCN(CCO)CC1	-1%	·	7.3%	1%	3%
COc1ccc(CCN=C(N)NS(=O)(=O)c2ccc(F)cc2)cc1	1%	-8%	0.7%	-2%	39%
Brc1cc2c(cc1-c1nc3ccccc3s1)OCO2	7%	-6%	1.0%	0%	-1%
CCOc1ccc(OCC(=O)OC(C)C(=O)Nc2ccc(Cl)cn2)cc1 (stereo unspecified)	34%	-7%	i	6%	36%
COCCn1c(SCc2nc3sc(C(=O)OC)c(C)c3c(=O)[nH]2)nc2ccccc21	3%	-5%&-6%	3.8%	-9%	1%
C/C=C/n1ccnc1CC(O)(c1ccccc1)c1ccc(C)cc1 (stereo unspecified)	-11%	12%	0.2%	3%	39%

Assay outcomes: PubChem, Southern Research Specialized Biocontainment Screening Center

Rows were taken by chance; about 1.5% have a hit in one of these screens.
